Screening results (PubChem)
SRC2 inh = inhibition of GAL4-SRC2 driven luciferase reporter, primary screen, SRC2 inhibitor project, cell-based, luminescence; 0.17% of 370,000 active; Nuclear receptor coactivator 2 (Homo sapiens), Q15596; HEK293 GAL4-SRC2 luciferase reporter; inhibition, % at 9 µM; AID 651957, 2012;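 active means inhibition above the mean inhibition of all tested compounds plus 3 SD, set per campaign, cut at about 52% in these data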;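 further: 0% = DMSO treated cells and 100% = cells given Gossypol at 36 µM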
m5-HT2A agonist = mouse Htr2a agonists via beta-arrestin recruitment, primary screen, cell-based, luminescence; 5-hydroxytryptamine receptor 2A (Mus musculus), P35363; CHO-K1 mHTR2A beta-arrestin complementation; percent of 30 µM serotonin response; activation, % at 7.6 µM; 0.66% of 360,000 active;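 active means activation above a run cutoff, the mean activation of all tested compounds plus 3 SD, cut at about 14% in these data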;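 further: 0% = plate median of compound wells and 100% = 30 µM serotonin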
N-glyco inh = increase of ERlucT glycosylation luciferase signal, primary screen, N-linked glycosylation inhibitor project, D54 ERlucT cells, luminescence, set 2; D54 ERlucT glycosylation luciferase reporter, 24 h; percent of 100 nM tunicamycin response; reporter increase, % at 12.5 µM; 0.23% of 360,000 active; AID 588692, 2011;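 active means mean luciferase reporter signal, scaled so untreated is 0 and the glycosylation-blocking control 100, at or above a set limit in every replicate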;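 further: luciferase carries N-glycosylation sites so blocking glycosylation raises the light; 0% = median of neutral control wells and 100% = median of 100 nM tunicamycin wells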
Cardio protect = cardioprotection against H2O2-induced cell death, primary screen, uHTS, H9c2 cells, ATPLite luminescence | 0.63% of 360,000 active | H9c2 cardiomyocytes, H2O2 injury protection, 2 h | protection from H2O2 cell death, % at 20 µM;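 active means compounds giving at least 50% protection of heart cells from peroxide-induced death in the single-dose screen, raw or plate-pattern-corrected value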;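 further: 0% = DMSO wells with peroxide and 100% = DMSO wells without peroxide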
MC4R barr agon = MC4R agonists recruiting beta-arrestin, primary screen, cell-based, luminescence, agonist arm of biased-ligand search; Melanocortin receptor 4 (Homo sapiens), P32245; U2OS MC4R beta-arrestin complementation; percent of melanotan II response, DMSO zero; activation, % at 8.9 µM; 0.98% of 360,000 active; AID 540308, 2011;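 active means activation above a per-plate cutoff, the mean activation of sample wells on that plate plus 3 SD, cut at about 8% in these data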
TLR9-MyD88 block = inhibitors of TLR9-MyD88 association in cells, primary screen, cell-based, CHO, BLA complementation, fluorescence | Toll-like receptor 9 (Homo sapiens) + Myeloid differentiation primary response protein … | CCF4 FRET ratio | inhibition, % at 4.98 µM | 0.21% of 340,000 active | AID 504734, 2011;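 active means inhibition above the mean over all tested compounds plus 3 SD, cut at about 21% in these data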;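 further: 0% = DMSO only wells and 100% = clavulanate BLA inhibitor control wells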
NOD2-RIPK2 inh = NOD2-RIPK2 binding disruptors in cells, primary screen, fluorescence, CHO cells, BLA complementation; CCF4 ratio; Receptor-interacting serine/threonine-protein kinase 2 (Homo sapiens), O43353; AID 624267, 2012; inhibition, % at 4.98 µM; 0.38% of 360,000 active; in the data active means inhibition above about 21%;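 further: 0% = vehicle only and 100% = reference blocker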
ABHD5-PLIN5 inh = ABHD5-PLIN5 interaction inhibitors, primary screen, cell lysate, split luciferase complementation, luminescence; Split G. princeps luciferase complementation, 4 h; inhibition, % at 4 µM; 0.78% of 360,000 active; AID 602281, 2012;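 active means inhibition above the mean inhibition across every tested compound plus 3 SD, cut at about 22% in these data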;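 further: 0% = DMSO only wells and the 100% control is not disclosed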
MC4R antagonist = MC4R antagonists of cAMP signaling, primary screen, cell-based, TR-FRET, antagonist arm of biased-ligand search; Melanocortin receptor 4 (Homo sapiens), P32245; MC4R-expressing cells, MTII-stimulated cAMP, LANCE TR-FRET; inhibition, % at 6.5 µM; 0.48% of 360,000 active;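 active means inhibition above its plate's cutoff, the mean of tested wells on that plate plus 3 SD, cut at about 29% in these data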;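 further: 0% = Melanotan II alone and 100% = Melanotan II plus saturating MCL0020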
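Assay system: U2OS-MC4R stable cell line; Also added: Melanotan II; Technique: Eu-cAMP/anti-cAMP TR-FRET, emission 671 nm; Times: 30-min compound, 1-h challenge, 1-h detection, room temperature.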
ABCB6 inh 2 = ABCB6 transporter inhibitors, primary screen, K562-ABCB6 cells, flow cytometry, MLPCN library; 0.19% of 360,000 active; ATP-binding cassette sub-family B member 6 (Homo sapiens), Q9NP58; fluorescence ratio to DMSO, % at 10 µM; AID 602162, 2011; K562-ABCB6 porphyrin accumulation, 1 h; hits give low values;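 active means fluorescence ratio to DMSO below 75%, the collection mean minus 3 SD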;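 further: signal is porphyrin accumulated inside mitochondria; 100% equals median channel fluorescence of DMSO control wells; lower ratio means ABCB6 inhibition with less porphyrin fluorescence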
Numbers without * were called inactive; / = not tested or not shown; & = joins results of further samples. Some of the compounds tested; count on the stated rates, not on these rows.

SMILES	SRC2 inh	m5-HT2A agonist	N-glyco inh	Cardio protect	MC4R barr agon	TLR9-MyD88 block	NOD2-RIPK2 inh	ABHD5-PLIN5 inh	MC4R antagonist	ABCB6 inh 2
O=C(NC12CC3CC(CC(C3)C1)C2)c1ccc(-c2ccc(Br)cc2)o1	14	1	0	-20	-0.1	-5	-8	5	21	107
COCCNc1nnc(SCC(=O)c2cc(C)n(C3CC3)c2C)s1	-18	6	2	3	-0.6	-12	-2	7	-4	98
Cn1c(=O)[nH]c(=O)c2c1nc(N1CCOCC1)n2CCCSc1ncccn1	-15	-2	1	5	-1.2	-1	9	-1	-1	103
C=CCNC(=O)c1onc(CSc2ccc(C)c(C)c2)c1C(=O)O	-16	9	0	-7	1.1	5	-9	-10	7	93
Cc1ccc(C(=O)Nc2cccc(C(F)(F)F)c2)cc1NC(=O)c1ccno1	25&-26	-4&-1	-6&-10	3&0	-0.6&1.6	-5&-6	2&-16	2&-4	9&7	95&100
Cc1cc(N2CCN(C)CC2)nc2ccc(NC(=O)CCC(=O)NCCC3=CCCCC3)cc12	12	-6	-4	-13	-1.3	-25	-17	6	1	95
CCN(c1ccccc1)S(=O)(=O)c1nnc(NC(=O)CC(C)C)s1	3	6	-1	1	-2.8	17	0	3	10	96
COc1cccc(/C=N/NC(=O)CSCC(=O)Nc2ccccc2)c1O	11	-2	-6	55*	-1.8	2	-6	-4	5	105
Cc1ccc(OCCSc2ncnc3sc(C)c(C)c23)cc1C	12	-1	1	-8	-1.7	-3	3	1	16	92
FC(F)c1nnc2ccc(Cl)nn12	-20	4	0	18	-1.9	-2	-2	6	17	94
CC(C(=O)c1ccc(Br)cc1)[n+]1cccc(NC(=O)c2ccccc2)c1 (stereo not given)	3	-4	0	0	-1.3	6	-7	1	2	108
CCN(C(=O)CN1CCN(S(=O)(=O)c2cc(Cl)ccc2Cl)CC1)c1c(N)n(Cc2ccccc2)c(=O)[nH]c1=O	-5	9	2	-6	-0.1	-11	-14	3	1	103
O=C(C(=O)N1CCN(c2cccc(Cl)c2)CC1)N1CCCCC1	4	-5	2	-8	-1.2	10	-2	0	-1	97
CCC(C)c1ccccc1OCCCCN1CCCC1 (stereo not given)	9	-3	1	0	-0.4	-5	-2	5	-2	95
COc1ccc(CCn2c(C)cc(C(=O)CSc3nnnn3-c3ccccc3)c2C)cc1OC	-19	-1	-9	0	17*	3	-13	1	0	88
Cc1ccc(CNC(=O)c2ccc(C)c(S(=O)(=O)N3CCCCC3)c2)cc1	-12	3	0	4	-1.3	3	-9	0	-2	91
Cc1cc(C)n2nc(C(=O)N/N=C/c3c4ccccc4cc4ccccc34)nc2n1	-12	-5	3	64*	-1.3	-1	-10	2	-10	89
Cc1cc(Br)cc(C)c1NC(=O)c1ccccc1[N+](=O)[O-]	4	5	1	6	0.3	-3	-7	7	-6	96
O=S(=O)(Nc1ccc(-c2ccc(N3CCOCC3)nn2)cc1)c1cc(Cl)ccc1Cl	3	-4	-2	1	0.6	-2	0	-5	11	99
O=C(CN(Cc1ccccc1)C(=O)CCC(=O)Nc1ccccn1)NCc1ccc(F)cc1	11	-2	3	7	-1.3	0	-4	0	27	98
CC(C)NC(=O)N(C)C[C@H]1OCCCC[C@@H](C)Oc2ccc(NC(=O)C3CCCCC3)cc2C(=O)N([C@H](C)CO)C[C@@H]1C	12	2	1	0	0.0	-2	-9	-6	6	95
O=C(Nc1nccs1)c1ccc(S(=O)(=O)NCC2CCCCC2)cc1	7	2	-3	-22	1.5	-6	3	-22	-1	92
C/C(=C\C=C(C#N)C#N)c1cc(C#N)c(N)o1	-8	6	-2	0	14*	-8	3	17	-15	114
CC1CCc2sc(NC(=O)C3CC(Cl)=CCC3C(=O)O)c(C#N)c2C1 (stereo not given)	-12	-1	0	-1	-0.7	/	-11	1	13	94
CCOc1ccc(CCN2C(=O)C(=O)N([C@@H](CC(C)C)CN3CCC[C@H]3CN3C(=O)C(=O)NC[C@@H]3Cc3ccccc3)C[C@@H]2Cc2ccc(O)cc2)cc1	-5	3	/	/	/	/	-7	2	/	98
COc1ccccc1NC(=O)CCC(=O)OCc1ccc([N+](=O)[O-])cc1	-3	3	1	3	-0.5	-1	-6	-2	23	96
O=C(NCc1ccccc1)c1cc(C2CCCN(C(=O)C3CCCCC3)C2)on1 (stereo not given)	4	-1	-2	4	-0.1	/	-10	-5	-2	102
C#CCNC(=O)C1=C[C@@H](c2ccc3c(c2)OCO3)C[C@@H](OCc2ccc(CO)cc2)O1	-4	-1	1	-2	-1.5	-2	-3	3	5	100
CC(=O)NC(Cc1c[nH]c2ccccc12)C(=O)Nc1ccc2c(c1)OCO2 (stereo not given)	-1	3	0	4	-2.5	2	-4	2	6	103
O=S(=O)(c1cccc(-c2n[nH]c(=S)o2)c1)N1CCOCC1	-15	1	-1	-7	-2.8	-4	-8	-2	14	99
CN(C(=O)COC(=O)/C=C/c1ccccc1)C1CCS(=O)(=O)C1 (stereo not given)	15	6	1	-2	1.4	6	-12	9	1	91
C/C(=N\NS(=O)(=O)c1ccc(Cl)cc1)c1ccc(O)cc1	-4	-2	1	6	-1.2	9	-7	2	-1	99
O=C(CSc1nc2ccccc2o1)Nc1nc2ccc(Br)cc2s1	2	-2	3	-20	6.1	5	0	-3	-3	96
Cc1cccc(OCCc2nnc(N)s2)c1C	-18	1	2	8	-0.9	5	0	4	1	98
CN(C)c1cccc(F)c1C(=O)NC(=O)Nc1ccc(Cl)cc1	-37	-8	17	-4	-2.9	-4	10	-9	-18	96
CCCCCOC(=O)Cc1c(C)nc(-c2ccccc2)[nH]c1=O	-6	-4	0	-1	-1.4	-4	-11	3	1	89
Cn1c(SCC(O)c2ccccc2)nnc1-c1ccc2ccccc2c1 (stereo not given)	13	3	-2	1	-0.9	-3	-5	-2	-7	101
COc1ccc(C2Nc3ccccc3C(=O)N2O)cc1OC (stereo not given)	-36	-2	-1	30	0.0	7	1	-2	6	115
CCN(Cc1ccncc1)C(=S)Nc1ccc(Cl)cc1	14	3	0	-6	-1.1	-19	-3	-2	23	101
CCn1c(SCC(=O)Nc2ccc(C)cc2)nnc1-c1ccccn1	-6	5	0	4	-2.6	2	-6	-3	5	96
CC1=C(C)[N+](=O)C2(O)CCCCC2(C)N1[O-] (stereo not given)	-25	2	2	-2	-0.1	1	-12	-2	6	108
COc1cccc2cc(C(=O)OCC(=O)N3CC(C)OC(C)C3)c(=O)oc12 (stereo not given)	-42	1	-3	9	-1.1	6	-8	1	9	96
c1cnc(Sc2ccc3nnnn3n2)nc1	7	0	-4	-5	0.4	0	-4	1	2	97
CCOc1ccccc1NC(=O)COC(=O)CNS(=O)(=O)c1ccc(C)cc1	-20	2	-1	-9	0.5	-4	9	0	31*	99
Cc1cccc(OCCSc2nc3c([nH]2)c(=N)ncn3Cc2ccccc2)c1	-25	0	-1	-7	1.4	0	-3	4	1	/
Cc1cc(C)nc(N(C#N)S(=O)(=O)c2ccccc2Cl)n1	-18	8	3	-9	-1.5	-4	-2	3	4	93
Cc1ccc(NC(=O)COc2ccccc2)c(NC(=O)c2ccco2)c1	-29	-11	0	-2	-2.2	-4	1	-2	8	99
Cc1ccc(N2C(=O)CC(Nc3ccc(Cl)c(S(=O)(=O)N(C)C)c3)C2=O)c(C)c1 (stereo not given)	21	-10	-1	-12	-2.1	-3	-16	4	12	98
COCCCNC(=O)Cn1cnc2sc(C)c(S(=O)(=O)N3CCN(c4ncccn4)CC3)c2c1=O	5	1	1	7	-0.9	8	-9	1	-1	105
Cc1ccc(C(=O)Nc2ccc3c(c2)CCC3)o1	-30	5	-10	-9	-0.7	-9	-6	0	6	98
CCCCNC(=O)CCNS(=O)(=O)c1ccc(Br)cc1	-28	6	1	-3	-0.4	1	1	0	3	101
N/C(=N\N=C\c1ccc2c(c1)OCO2)SC1CC(=O)N(c2ccc(C(=O)O)cc2)C1=O (stereo not given)	7	1	3	0	-1.9	-6	-13	0	-1	101
O=C1C2C3C=CC(O3)C2C(=O)N1Cc1ccncc1 (stereo not given)	10	0	0	6	-0.6	3	-9	8	0	91
Cn1c(COc2nnc(-c3ccc(Cl)cc3)c3ccccc23)nc2ccccc21	-33	-2	0	15	-0.3	-9	-3	0	1	98
O=C(O)CCC(=O)Nc1ccccc1C(=O)NCCc1ccccc1	-67	3	-2	3	1.3	2	3	0	-1	97
Cc1ccc(-c2n[nH]c(=S)n2-c2ccccc2)cc1	14	-3	0	-3	-2.5	2	-11	-5	9	106
CC1=NN(c2cccc(Cl)c2)C(=O)C1	2	2	1	-4	-1.2	6	6	17	14	91
COc1ccc(N=c2scc(-c3ccc(OC)cc3)n2CCO)cc1	12	-3	-4	-26	-1.4	8	-1	-2	0	97
COCCCN1CC(=O)N2C(c3cccc(C)c3)c3[nH]c4ccccc4c3C[C@H]2C1=O (stereo not given in full)	-10	6	-1	-1	1.0	-2	-1	-7	6	99
CC1(C)OC(=O)C(=Cc2ccc[nH]2)C(=O)O1	6	5	4	3	3.5	-6	-3	1	7	101

Other results.
SMILES	SRC2 inh	m5-HT2A agonist	N-glyco inh	Cardio protect	MC4R barr agon	TLR9-MyD88 block	NOD2-RIPK2 inh	ABHD5-PLIN5 inh	MC4R antagonist	ABCB6 inh 2
CNC(=S)Nc1ccc(-c2nc3ccc(C)cc3s2)cc1	-59	4	-15	-21	-1.1	-7	-6	0	6	104
CCOC(=O)c1cccc(N2C(=O)C3C4C=CC(CC4)C3C2=O)c1 (stereo not given)	-26	-5	-2	-2	0.3	-5	-15	7	9	101
CN(CC(=O)Nc1c(Cl)cccc1Cl)C(=O)Cc1ccc(S(=O)(=O)N2CCOCC2)s1	-6	-2	1	5	-3.0	-2	0	-5	11	101
CCOC(=O)c1cnn2c(N)c(C#N)cnc12	17	8	2	3	0.1	-5	-4	-6	-4	101

Looked up by compound from the entries so far:
SMILES	SRC2 inh	m5-HT2A agonist	N-glyco inh	Cardio protect	MC4R barr agon	TLR9-MyD88 block	NOD2-RIPK2 inh	ABHD5-PLIN5 inh	MC4R antagonist	ABCB6 inh 2
CNC(=S)Nc1ccc(-c2nc3ccc(C)cc3s2)cc1	-59	4	-15	-21	-1.1	-7	-6	0	6	104
CCOC(=O)c1cnn2c(N)c(C#N)cnc12	17	8	2	3	0.1	-5	-4	-6	-4	101
